Screening results deposited in PubChem by several laboratories.
Mtb RmlCD inh: blocks M. tuberculosis RmlC and RmlD coupled enzymes. P9WH09+P9WH11. RmlC+RmlD coupled enzyme assay, percent inhibition; primary screen in compound mixtures. inhibition, % at 3.6 µM. actives 0.03% (n = 160,000). AID 1533; in the data active = inhibition mostly above about 34%, no sharp cut-off; also: some results filed as inactive read as strong as hits
Target sequence (P9WH09 whole entry, looked up): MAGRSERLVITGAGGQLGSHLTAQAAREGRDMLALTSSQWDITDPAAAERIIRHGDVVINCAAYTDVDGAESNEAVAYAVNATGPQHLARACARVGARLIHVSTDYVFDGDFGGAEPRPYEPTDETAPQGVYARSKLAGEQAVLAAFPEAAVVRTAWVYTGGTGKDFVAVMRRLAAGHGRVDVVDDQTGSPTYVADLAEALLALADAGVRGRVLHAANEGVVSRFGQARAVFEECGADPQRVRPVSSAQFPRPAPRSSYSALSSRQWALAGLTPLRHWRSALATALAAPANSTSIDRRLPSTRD
Target sequence (P9WH11 whole entry, looked up): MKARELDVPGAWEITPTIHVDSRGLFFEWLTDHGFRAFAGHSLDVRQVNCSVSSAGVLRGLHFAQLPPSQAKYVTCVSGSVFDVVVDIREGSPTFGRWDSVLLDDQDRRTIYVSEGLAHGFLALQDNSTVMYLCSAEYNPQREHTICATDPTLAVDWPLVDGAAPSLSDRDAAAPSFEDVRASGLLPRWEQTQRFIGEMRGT
M. tuberculosis GlmU: inhibition of mycobacterial GlmU enzyme – biochemical, glucosamine-1-phosphate acetyltransferase (AID 1376). M. tuberculosis GlmU acetyltransferase enzyme assay; higher % means a stronger effect. one-dose inhibition, %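 (tested at 30 µM in the primary screen)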; IC50 in µM for titrated hits. actives 0.25% (n = 220,000); in the data active = inhibition above about 13%;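 also: 0% = complete reaction with vehicle and 100% = reaction without substrate; strong numbers were not always called active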
Active calls of the source: *; . = no result given. This is a subset (hit frequency here may not be typical).

SMILES	Mtb RmlCD inh	M. tuberculosis GlmU
Cc1noc(C)c1CSc1nnc2scc(-c3ccccc3)n12	-2.9	-2.1%
CC(C)(C)NC(=O)Nc1ccc(F)c(Cl)c1	.	1.2%
Cc1csc(NC(=O)CSc2nnc(CCNC(=O)c3cccs3)n2C)n1	.	10.8%
CCOc1ccc(N2CC(C(=O)Nc3cc(C)on3)CC2=O)cc1 (stereo unspecified)	88.5	5.9%
CCOc1ccc(-n2c(SCC(=O)NCc3ccco3)nc3c([nH]c4ccccc43)c2=O)cc1	.	0.1%
Cc1ccccc1NC(=O)c1c2c(nc3ccccc13)CCC2	9.2	-3.5%
O=C1CC(=O)N(CCNc2ncc(C(F)(F)F)cc2Cl)C(=O)N1	.	0.6%
O=C(NCc1ccc2c(c1)OCO2)Nc1ccc2nsnc2c1	.	3.1%
COc1ccc(CNC(=O)c2noc3c2CCCCC3)cc1	10.5	-0.9%
CCn1c(=O)n(CC(=O)N2CCN(c3ccccc3F)CC2)c(=O)c2ccccc21	.	1.9%
CCCCCCCCN1C(=O)C(O)=C(C(C)=O)C1c1ccccn1 (stereo unspecified)	.	-3.3%
O=C(c1ccccc1)C1CCN(C(=O)Nc2ccccc2)CC1	-15.7	-4.0%
COc1cccc(OCCOCCN(C)CCO)c1	5.3	-9.3%
Fc1ccc(-c2nnc(Cc3ccc(Cl)cc3)o2)cc1	-0.2	0.3%
CCCCN(CCCC)c1ccc(C(=O)c2ccccc2C(=O)O)c(O)c1	.	-0.8%
COc1ccc(Br)cc1/C=N/NC(=O)CNC(=O)c1cccnc1	4.2	3.7%
COc1cc(OC)cc(C(=O)N[C@H](C(=O)Nc2ccccc2N2CCOCC2)C(C)C)c1	.	2.2%
COC(=O)c1ccc(CSc2nc3ccccc3[nH]2)o1	18.0	2.0%
O=C(Nc1ccccc1F)C(=O)c1cn(CC(=O)N2CCCCC2)c2ccccc12	19.2	.
CCN1CCN(S(=O)(=O)c2cc(OC)ccc2OC)CC1	2.4	1.9%
CCC(=O)NC1CCN(C(=S)NC)CC1	6.0	-4.0%
CC1=CSC2=NC(=O)/C(=C\c3cccn3-c3ccccc3)C(=N)N12	7.4	0.6%
CCCOc1ccc(N2C(=O)CC(N(Cc3ccco3)C(=O)CCC(=O)O)C2=O)cc1 (stereo unspecified)	.	4.5%
O=C(CN1CCOCC1)N1CCCc2c1c(=O)oc1ccc(OCc3ccccc3)cc21	1.4	3.7%
O=C(CN1C(=O)/C(=C/c2c(F)cccc2Cl)Oc2ccccc21)NCc1ccco1	12.5	.
Cc1cccc(-n2c(O)c(C=Nc3cc(O)ccc3C)c3ccccc3c2=O)n1	47.7	1.5%
O=C(COc1ncnc2sccc12)NC1CCS(=O)(=O)C1 (stereo unspecified)	48.8	0.4%
[O-]/C(=C(\C(=S)Nc1ccccc1F)[n+]1ccccc1)c1ccc(OC(F)F)cc1	-22.7	2.5%
CCN(CC)CCNC(=O)C(=O)NCC1OCCN1C(=O)c1ccc2c(c1)OCO2 (stereo unspecified)	-10.2	2.4%
CCOC(=O)c1cnc(-n2nc(C)cc2C)nc1NCc1ccc2c(c1)OCO2	-10.0	-7.1%
N#CC1=C(S)N(c2ccc(F)cc2)C2(CCCCC2)NC1=O	.	4.1%
Cc1cc(C)nc(SCc2nnc(SCC(=O)O)n2-c2ccccc2)n1	.	6.1%
Cc1c(CCOC(=O)C2C3CC4CC(C3)CC2C4)sc[n+]1CC(=O)c1ccc(Br)cc1 (stereo unspecified)	.	-6.7%
O=C(NCCc1ccccn1)c1ccc(S(=O)(=O)N2CCCCCC2)cc1	-2.9	0.6%
Cn1nnnc1SCC(=O)N1CCCc2ccccc21	.	-5.7%
O=C(CN1CCCC1=O)NCCc1ccccc1	6.2	4.1%
O=C1C=C(O)CC(c2ccco2)C1 (stereo unspecified)	-6.8	0.5%
O=C(CSc1ccc(Cl)cc1)c1ccco1	6.4	3.6%
Cc1ccc(C(=O)Nc2ccccc2-c2ccccc2)cc1S(=O)(=O)Nc1cccc(C)c1C	.	4.2%
C/C(N)=C(/C#N)C(=O)CSc1nnnn1-c1ccc(C)cc1C	.	0.6%
CCOC(=O)c1c[nH]c2c3c(ccc2c1=O)CCCC3	.	4.7%
CCOc1ccccc1N(C(=O)Nc1ccc(Cl)cc1)C1=NCCS1	9.7	-5.8%
Nc1ncc([N+](=O)[O-])c(Oc2ccccc2F)n1	10.3	.
Cc1c(NC(=O)CSc2ncccn2)c(=O)n(-c2ccccc2)n1C	-10.9	-4.4%
NCCCN1CCOCC1	.	-2.1%
CCn1c(C)cc2c(c1=O)C(c1ccccc1)C(C(=O)OC)=C(N)O2 (stereo unspecified)	11.2	-1.2%
CC(=O)C1=C(C)NC(SCC(N)=O)=C(C#N)C1c1sccc1C (stereo unspecified)	19.8	-1.3%
Cc1ccc(-n2c(O)c(C=NCCCn3ccnc3)c(=O)[nH]c2=O)cc1	.	4.7%
CN(C)CC/C=C1/c2ccccc2Sc2c(O)cc(Cl)cc21	.	-1.0%
CCOc1ccccc1/C=C(/C#N)C(N)=O	.	1.6%
Cc1ccccc1NC(=O)C(C)c1cccc(C(=O)c2ccccc2)c1 (stereo unspecified)	-5.1	-4.0%
Cc1ccc(-c2nc(N/N=C/c3cccc([N+](=O)[O-])c3)c3ccccc3n2)cc1	.	1.9%
O=C(CN1C(=O)CSc2cc(S(=O)(=O)N3CCCCCC3)ccc21)NCCc1ccccc1	9.5	-1.2%
CCOc1ccc(-c2n[nH]c(C)c2Oc2ccccc2OC)c(O)c1	.	-1.4%
C/C=C\C=C/C(=O)Nc1cccc(C2=NOC3(C2)C[C@H](C(N)=O)N(C(=O)c2ccc(OC)cc2)C3)c1 (stereo partly specified)	6.0	-6.2%
CCOc1ccc(NC(=O)CN2CCN(C3c4ccccc4-c4ccccc43)CC2)cc1	.	0.7%
COc1ccc(Nc2oc(-c3ccc(Cl)cc3)nc2C#N)cc1	.	2.4%
O=S(=O)(Nc1ccc2c(c1)OCCO2)c1cccs1	.	3.8%
COc1ccccc1N=CC=C1OC(C)(C)C(C)(C)O1	-2.9	4.4%
CCN1CCN(c2ncc(C(=O)Nc3cc(Cl)c(OC)cc3OC)c3ccccc23)CC1	2.9	2.4%
Next section.
SMILES	Mtb RmlCD inh	M. tuberculosis GlmU
COc1ccc2[nH]c(C)c(CCNCc3cc(OC)c(OC)c(OC)c3)c2c1	-4.8	-2.8%
CC1=NOC(=O)/C1=C\c1ccc(-c2cc(Cl)ccc2Cl)o1	.	-0.2%
Cc1ccccc1-n1c(O)c(/C=N/N2CCCCC2c2cccnc2)c(=O)[nH]c1=O (stereo unspecified)	0.8	1.3%
CCCc1cc(=O)[nH]c(SCC(=O)Nc2cc(C)on2)n1	-10.4	3.5%
COc1ccc(-c2ncccc2OC(=O)C23CC4CC(CC(C4)C2)C3)cc1	2.4	-3.6%
Cc1ccc2cccc(SCC(=O)N3CCOCC3)c2n1	6.0	-3.3%
O=C(Cc1ccc([N+](=O)[O-])cc1)NCc1ccncc1	4.8	-0.8%
Cc1cc2c(cc1C)N(Cc1ccccc1)C1=NCCCN12	.	-4.6%
CCN1C=C(Cc2ccc(F)cc2)C2=C(C1)C(c1ccc(F)cc1)C(C#N)=C(N)O2 (stereo unspecified)	.	-1.5%
Cc1cc(C)nc(NC(=O)C(c2ccccc2)c2ccccc2)c1	.	-4.0%
NC1=NC[C@H](Cc2ccccc2)N1CC1CCCCC1	.	-5.9%
O=C(NCc1ccccn1)C(=O)Nc1nc(-c2ccccc2)cs1	-4.0	1.2%
COc1ccc(NC(=O)c2cc(SC)ccc2Cl)cc1	-5.3	6.1%
COc1ccc(S(=O)(=O)Oc2ccc3c(c2)O/C(=C\c2cccnc2)C3=O)cc1	-9.2	-5.1%
CC1(C)CNC(=O)C=C(c2ccccc2)C1	.	0.7%
Cc1ncn(-c2ccc(C(=O)Oc3ccccc3)cn2)n1	-0.8	1.8%
O=C(COc1ccc(Br)cc1)N1CCCCCC1	.	6.2%
N#CCN1CCN(CC(=O)Nc2ccc(OCc3ccccc3)cc2)CC1	.	1.0%
CCOC(=O)C1C(C#N)=C(N)OC(C)=C1c1ccncc1 (stereo unspecified)	.	1.3%
COc1ccc(N2CCCn3c2nc2c3c(=O)n(Cc3ccccc3)c(=O)n2C)c(OC)c1	1.8	3.2%
NNC(=O)c1ccc(N2CCc3ccccc32)c([N+](=O)[O-])c1	-1.2	1.1%
COc1cc(C2CC(=O)NC3=C2C(=O)CC(C)(C)C3)ccc1O (stereo unspecified)	.	-1.6%
CN(C(=O)COC(=O)CNC(=O)CNC(=O)c1ccc(Cl)cc1Cl)c1ccccc1	.	-2.0%
O=C(NC1CCCCC1)c1ccc(CNc2nc(=S)[nH]c3ccccc23)cc1	-8.1	3.6%
O=C(Nc1ccc(O)c2c(=O)cc(-c3ccccc3Cl)oc12)c1ccc(Cl)cc1Cl	.	-0.2%
Cc1onc(-c2c(Cl)cccc2Cl)c1C(=O)Nc1ccc2c(c1)OCCO2	.	-2.4%
CCCCCC(C)n1[nH]c(=O)c2c(C)cc(C)nc21 (stereo unspecified)	.	-2.2%
CCC(C(=O)NC(C)(C)C)N(C(=O)Cn1nnc(-c2ccccc2F)n1)c1cnc2ccccc2c1 (stereo unspecified)	5.4	3.6%
CC(C)CC(=O)NC(NC(=S)Nc1sc2c(c1C#N)CCCC2)C(Cl)(Cl)Cl (stereo unspecified)	-7.1	3.5%
COc1ccc(C(=O)NCCSCc2ccccc2C)cc1	.	9.6%
C=CCN(CC=C)C(=O)C[n+]1ccc(C(N)=O)cc1	.	-0.7%
CC1=C(C)C(OCCBr)N(c2cc(O)c(Cl)cc2F)C1=O (stereo unspecified)	13.1	-4.0%
O=C(CCCn1c(=O)c2sccc2n(Cc2ccc(F)cc2)c1=O)NCc1ccco1	.	4.0%
CCC(=O)NC(=S)NNC(=O)c1ccccc1[N+](=O)[O-]	-15.1	-0.8%
COc1ccc(-c2nnc(SCC(=O)OC3CCCCC3)o2)cc1OC	5.1	6.7%
O=C(O)CN(C1CCCCC1)S(=O)(=O)c1ccc(F)cc1	5.1	-3.0%
CCC1c2ccc(C)n2CCN1C(=O)Nc1ccccc1C(=O)OC (stereo unspecified)	.	-3.3%
Cc1ccccc1-n1c(C)nnc1SCC(=O)NCC1CCCO1 (stereo unspecified)	23.8	0.6%
Cc1nc(Cl)c2oc3ccccc3c2n1	9.6	-0.5%
Cc1nn2c(N3CCCC3)cc(C(C)C)nc2c1-c1ccccc1	-2.6	-1.4%
C=CCC(CC=C)(NC(=O)c1ccccc1C)c1ccccc1	1.7	-0.1%
CCOC(=O)N1CCC(N2Cc3cccc(C(=O)NCc4ccc(C)cc4)c3C2=O)CC1	.	9.0%
CNC(=O)NC(=O)C(C)OC(=O)c1ccc(Cl)c(S(=O)(=O)Nc2ccc(F)cc2)c1 (stereo unspecified)	.	3.2%
Clc1ccc(Cc2nnc(-c3ccccc3Br)o2)cc1	.	-1.0%
O=C(Cn1nnc(-c2ccccc2)n1)NCc1ccc2c(c1)OCO2	.	6.2%
N/C(=N\OC(=O)COc1ccc2ccccc2c1Br)c1cccnc1	.	-1.0%
Cc1cnc(NC(=O)Nc2ccc(Cl)cc2)s1	10.4	-7.5%
COc1cc(/C=N/NC(=O)C(=O)/C=C2\NC(C)(C)Cc3ccccc32)ccc1O	25.8	-2.5%
CC1=C(C)C(C)=C(C#N)C(=C(C#N)C#N)N1	6.4	19.1%
CCCCNC(=O)CSc1nc2ccccc2c(=O)n1C1CCCC1	.	-1.2%
CSCCC(NC(=O)COc1cccc2ccccc12)C(=O)O (stereo unspecified)	17.7	-4.2%
Nc1nc2ccccc2n1C(=O)c1ccco1	24.1	-7.1%
CCOC(=O)c1c(NC(=O)CCc2ccc(CC)o2)sc(C)c1C	-6.5	6.5%
O=C(OCC(=O)N1CCOCC1)c1ccccc1SCC(=O)N1CCCC1	.	1.1%
O=C(C1=C[C@H](c2ccc(C(F)(F)F)cc2)C[C@H](OCc2ccc(CO)cc2)O1)N1CCOCC1	.	-5.7%
O=c1c(Cc2ccc(F)cc2)c(O)ccn1Cc1ccco1	-2.3	0.7%
Cc1ccc(C(C)C)c(OCc2ccc(C(=O)N/N=C/c3ccc(O)cc3O)cc2)c1	-6.5	-0.1%
